Efflux pump mplx: antifungal efflux pump inhibition, Nile Red retention. S. cerevisiae Candida pump triplex. inhibition, % at 10 µM. hit rate 0.44% among 330,000;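 active means plate passing quality check with inhibition over a set limit, or well fluorescence over plate mean plus 4 SD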;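 further: Nile Red retained in pooled yeast measured as flow cytometry median fluorescence; 0% = buffer negative control and 100% = Enniatin B positive control; higher means more Nile Red kept so more efflux inhibition; some compounds called inactive have numbers as strong as hits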
ZTA counter: blocks Epstein-Barr virus ZTA, an EBNA-1 counter-screen | P03206 | ZTA-DNA binding, fluorescence polarization | inhibition, % at 11 µM | hit rate 0.15% among 320,000; in the data active means inhibition above about 33%
Target sequence (P03206 whole entry, looked up): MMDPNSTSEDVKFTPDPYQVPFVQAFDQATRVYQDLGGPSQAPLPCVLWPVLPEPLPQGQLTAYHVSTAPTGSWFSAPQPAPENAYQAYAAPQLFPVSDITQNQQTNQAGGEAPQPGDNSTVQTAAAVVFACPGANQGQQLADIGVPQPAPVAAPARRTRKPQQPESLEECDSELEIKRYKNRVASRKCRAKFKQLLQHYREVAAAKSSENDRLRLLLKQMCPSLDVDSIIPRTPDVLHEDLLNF
PP5 primary: PP5 (human) phosphatase inhibition; P53041; purified PP5c, OMFP substrate fluorescence; inhibition, % at 6.7 µM; hit rate 0.18% among 320,000;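 active means inhibition above the campaign's mean inhibition across all tested compounds plus 3 SD, cut at about 9.5% in these data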;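 further: 0% = DMSO only and 100% = 100 µM cantharidin control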
Target sequence (P53041 whole entry, looked up): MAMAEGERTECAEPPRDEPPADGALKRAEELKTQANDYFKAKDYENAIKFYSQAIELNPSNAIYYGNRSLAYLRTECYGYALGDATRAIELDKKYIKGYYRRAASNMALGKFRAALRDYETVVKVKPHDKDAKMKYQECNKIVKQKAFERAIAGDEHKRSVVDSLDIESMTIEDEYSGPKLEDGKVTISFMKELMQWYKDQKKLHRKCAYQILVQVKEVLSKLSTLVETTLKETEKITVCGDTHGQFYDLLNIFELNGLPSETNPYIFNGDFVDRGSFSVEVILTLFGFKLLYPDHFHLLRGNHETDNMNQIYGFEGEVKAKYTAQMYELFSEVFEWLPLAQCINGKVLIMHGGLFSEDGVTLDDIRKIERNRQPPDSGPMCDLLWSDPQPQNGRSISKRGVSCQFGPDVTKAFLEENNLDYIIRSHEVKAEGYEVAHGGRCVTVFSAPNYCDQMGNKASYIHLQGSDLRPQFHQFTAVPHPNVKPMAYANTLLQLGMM
TPT1 inhibitor: blocks Candida albicans tRNA 2'-phosphotransferase | inhibition, % at 5 µM | recombinant caTPT1, FP RNA substrate dephosphorylation | hit rate 0.81% among 300,000 | AID 1962;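 active means inhibition above the mean of all tested compounds plus 3 SD, set per screening campaign, cut at about 24% in these data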;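 further: plate controls were DMSO alone for no effect and ferristatin control at 100 nM for full effect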
PREPL inh: inhibits the human prolyl oligopeptidase-like enzyme; AID 2751; inhibition, % at 5.96 µM; recombinant PREPL, fluorescence polarization activity-based probe; hit rate 0.68% among 320,000; in the data active means inhibition above about 43%;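 further: 0% = enzyme with DMSO and 100% = wells lacking enzyme; many of its hits are not listed in these tables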
Fh CTSL1 inh: counter-screen for PFM18AAP inhibitors: inhibitors of F. hepatica cathepsin L1 | recombinant F. hepatica cathepsin L1, Z-Leu-Arg-MCA fluorescence | inhibition, % at 5.96 µM | hit rate 0.49% among 300,000 | AID 1906;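 active means inhibition above the mean of all tested compounds plus 3 SD, set per screening campaign, cut at about 17% in these data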;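 further: 0% = plate median of test compound wells and 100% = 1 µM Z-Phe-Ala-diazomethylketone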
PP1 counter: blocks human PP1-alpha phosphatase, a PP5 counter-screen; hit rate 0.9% among 320,000; inhibition, % at 6.7 µM; purified PP1alpha, OMFP fluorescence;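 active means inhibition above the mean inhibition of all tested compounds plus 3 SD, computed separately for each screening campaign, cut at about 15% in these data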
Target sequence (P62136 whole entry, looked up): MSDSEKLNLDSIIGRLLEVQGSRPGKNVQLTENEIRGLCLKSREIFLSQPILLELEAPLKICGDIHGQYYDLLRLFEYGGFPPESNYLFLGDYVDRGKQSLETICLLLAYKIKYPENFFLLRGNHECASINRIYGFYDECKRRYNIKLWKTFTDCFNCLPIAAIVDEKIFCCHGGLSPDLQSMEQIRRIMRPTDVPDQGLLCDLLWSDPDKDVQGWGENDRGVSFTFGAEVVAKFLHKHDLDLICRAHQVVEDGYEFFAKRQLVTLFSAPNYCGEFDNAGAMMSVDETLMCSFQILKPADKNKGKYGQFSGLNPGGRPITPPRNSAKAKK
EBNA-1 inh: blocks EBNA-1 binding to DNA. EBNA-1 DNA binding, fluorescence polarization. inhibition, % at 14.8 µM. AID 1950. hit rate 0.34% among 300,000; in the data active means inhibition above about 28%
HCV core dimer: HCV core protein dimerization inhibition; inhibition, % at 5 µM; hit rate 0.33% among 300,000; TR-FRET GST/Flag-core106 dimerization, 1536-well;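 active means inhibition above the mean of all tested compounds plus 3 SD, set per screening campaign, cut at about 45% in these data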
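Assay system – GST-tagged and Flag-tagged HCV core protein residues 1-106 · Quantity – core106 proteins, GST 13.5 nM and Flag 17 nM · Benchmarks – unlabelled core106 and no-GST-core106 wells · Read-out basis – percent inhibition of core106 dimerization signal · Detection – time-resolved FRET, ex 340 nm, em 617 and 671 nm · Schedule – 4 h at 22.5 °C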
* marks the source's active call; other numbers are inactive results.

no.	Molecule	PP5 primary	Efflux pump mplx	HCV core dimer	TPT1 inhibitor	ZTA counter
1	Cc1ccccc1C(=O)Nc1nc(SCc2ccc(Cl)cc2)n[nH]1	3.3	-0.1	-3	-1	-12
2	N#Cc1ccc(-c2csc(NC(=O)/C=C/c3cccs3)n2)cc1	0.5	0.0	11	0	15
3	CC(=O)Nc1ccc(SCC(=O)c2cc(C)n(CC(F)(F)F)c2C)cc1	3.4	0.0	-2	-1	0
4	COc1ccccc1OCC(O)CN1C(=O)NC(C)(C)C1=O (centres undefined)	1.5	-0.2	-1	-1	3
5	CC1CCCCC1NS(=O)(=O)c1ccc(S(=O)(=O)N2CCCC2)cc1 (centres undefined)	2.1	0.2	1	2	4
6	CCOc1ccc(N/C(=N/c2nc(C)cc(C)n2)NC(=O)CC)cc1	-0.6	0.0	1	0	5
7	CC1=C(C(=O)Nc2ccc(C)cc2C)C(c2ccc([N+](=O)[O-])cc2)n2ncnc2N1 (centres undefined)	1.5	0.1	6	0	-14
8	Cc1nn(C)c(C(=O)Nc2ccn(C34CC5CC(CC(C5)C3)C4)n2)c1[N+](=O)[O-]	-6.9	-0.1	-3	-1	-9
9	CCCS(=O)(=O)N1CCN(c2ccccn2)CC1	3.5	0.1	-1	1	-15
10	Cc1ccc(C(=O)N/C(=C\c2ccco2)C(=O)NC2CCS(=O)(=O)C2)cc1 (centres undefined)	1.7	-0.3	1	-4	5
11	NC(=O)N/N=C/CCc1ccccc1	1.0	-0.1	-1	-2	-1
12	O=C(OCC(=O)N1CCN(c2ccccc2)CC1)c1ccccc1NCCO	1.1	-0.1	0	-1	-1

no.	EBNA-1 inh	PP1 counter	PREPL inh	Fh CTSL1 inh
1	3	1	8	-2
2	13	4	-6	0
3	-8	4	-11	-2
4	1	-1	-1	-1
5	5	-2	-3	2
6	-6	-1	-2	0
7	-14	-2	6	1
8	-4	4	11	5
9	-3	-3	-14	-2
10	2	-3	-7	2
11	3	-4	10	0
12	5	-3	38	1

The listing continues.
no.	Molecule	PP5 primary	Efflux pump mplx	HCV core dimer	TPT1 inhibitor	ZTA counter
13	CCOC(=O)C1=C(O)/C(=C/c2ccccn2)SC1=Nc1ccc(Cl)cc1	1.4	0.1	0	1	2
14	CCOc1ncccc1C(=O)OCc1cccc([N+](=O)[O-])c1	-2.3	-0.1	3	1	3
15	CC1(C)Cc2ccccc2-c2nc3ccccc3c(=O)n21	0.9	0.0	1	-3	1
16	CCOC(=O)N1CCN(C(=O)C2CCCN(S(=O)(=O)c3ccccc3)C2)CC1 (centres undefined)	-2.8	-0.1	-2	-2	20
17	O=C(Nc1ccc(C(=O)O)cc1)/C(=C\c1ccccc1)NC(=O)c1ccc(Br)cc1	-3.7	0.8	16	0	4
18	O=C(CN1C(=O)/C(=C\c2ccccc2Cl)Oc2ccccc21)NCc1cccnc1	2.1	0.2	-11	1	13
19	CN1C(=O)NC(c2ccc([N+](=O)[O-])cc2)C2=C1CC(C)(C)CC2=O (centres undefined)	-2.9	-0.1	-6	-4	5
20	Cc1ccc(CSc2nc3c(c(SCC(=O)O)n2)CCCC3)cc1	1.7	0.0	9	-3	-12
21	CCCCC1(c2ccc(F)cc2)NC(=O)N(CC(=O)N2CCN(C(=O)c3ccco3)CC2)C1=O (centres undefined)	3.2	-0.3	10	-2	-15
22	O=C(COc1ccc(C2SCCS2)cc1)NNC(=O)C(Cl)Cl	-0.7	0.0	2	-4	-4
23	CCc1nn2c(N3CCOCC3)cc(C)nc2c1-c1ccc(F)cc1	1.8	0.1	-7	-10	-15
24	CC(=O)N1CCOc2ccc(S(=O)(=O)N3CCC(C(=O)Nc4ccc(C)cc4)CC3)cc21	0.1	0.1	-3	2	-20

no.	EBNA-1 inh	PP1 counter	PREPL inh	Fh CTSL1 inh
13	-2	1	13	4
14	5	-3	1	0
15	2	-4	9	-1
16	7	-4	2	0
17	5	-1	-6	4
18	-6	6	-21	1
19	4	2	1	-5
20	2	-2	3	-2
21	1	1	-9	-4
22	-8	-2	1	-3
23	3	1	-8	1
24	-6	-4	-3	1

(listing goes on)
no.	Molecule	PP5 primary	Efflux pump mplx	HCV core dimer	TPT1 inhibitor	ZTA counter
25	COC(=O)CCCC1=CC2=C(c3ccccc3)C(=O)C(C)(OC(=O)C3CCCC3)C(=O)C2=CN1CCCCO (centres undefined)	1.5	0.0	3	-9	5
26	CCN(C(=O)CN1CCN(S(=O)(=O)c2ccccc2C(F)(F)F)CC1)c1c(N)n(Cc2ccccc2)c(=O)[nH]c1=O	-1.8	0.0	-7	-8	6
27	Cc1cccc(OCCCC(=O)O)c1	-0.1	0.1	3	2	18
28	CSCC[C@H](NC(=O)OC(C)(C)C)C(=O)NCC1CCC(C(=O)N[C@@H](Cc2ccccc2)C(=O)O)CC1 (some centres undefined)	-1.0	-0.1	-3	-2	1
29	CC(C)C[C@H](N)c1cn([C@@H](CCCCN)C(=O)N2CCNCC2)nn1	-1.1	0.0	-1	1	11
30	COc1ccc(/C=C2\CN(Cc3ccccc3)C/C(=C\c3ccc(OC)cc3)C2=O)cc1	-2.9	0.0	6	3	17
31	O=C(N/N=C/c1c[nH]c2ccccc12)c1ccc(Cl)cc1	-0.7	-0.1	0	-5	6
32	Cc1ccc(C)c(C(=O)COC(=O)CNS(=O)(=O)c2ccccc2)c1	1.0	0.0	6	0	5
33	O=C(CN(CC1CCCO1)C(=O)CNS(=O)(=O)c1ccc(F)cc1)NCC1CCCO1 (centres undefined)	0.1	0.1	1	-1	-1
34	COc1ccc(C(CC(=O)NCC(OC)OC)NS(=O)(=O)c2ccc(Cl)cc2)cc1 (centres undefined)	4.0	0.2	0	0	-8
35	CCCC(NC(=O)c1c(C)noc1C)C12CC3CC(CC(C3)C1)C2 (centres undefined)	0.6	-0.3	-1	81*	-14
36	COc1cccc(-c2nn(C)c3sc(C(=O)N4CCN(c5ccccn5)CC4)cc23)c1	3.5	0.1	15	-5	-7

no.	EBNA-1 inh	PP1 counter	PREPL inh	Fh CTSL1 inh
25	4	-3	14	15
26	6	4	20	7
27	-1	-1	-6	-4
28	6	-1	7	-3
29	2	8	-5	-2
30	6	-4	2	-1
31	13	3	12	1
32	-2	0	-9	-53
33	11	-2	3	-1
34	-7	-4	1	-3
35	-2	-3	-4	-3
36	0	4	-55	-1

Results in sequence from above.
Compounds 24–35 in EBNA-1 inh read -6, 4, 6, -1, 6, 2, 6, 13, -2, 11, -7, -2
Compounds 24–35 in PP1 counter read -4, -3, 4, -1, -1, 8, -4, 3, 0, -2, -4, -3

Structural class, the entries above containing a CF3 group
no.	Molecule	PP5 primary	Efflux pump mplx	HCV core dimer	TPT1 inhibitor	ZTA counter
3	CC(=O)Nc1ccc(SCC(=O)c2cc(C)n(CC(F)(F)F)c2C)cc1	3.4	0.0	-2	-1	0
26	CCN(C(=O)CN1CCN(S(=O)(=O)c2ccccc2C(F)(F)F)CC1)c1c(N)n(Cc2ccccc2)c(=O)[nH]c1=O	-1.8	0.0	-7	-8	6

no.	EBNA-1 inh	PP1 counter	PREPL inh	Fh CTSL1 inh
3	-8	4	-11	-2
26	6	4	20	7

Laid out differently: three of the compounds above.
item	Compound	PP5 primary	Efflux pump mplx	HCV core dimer	TPT1 inhibitor	ZTA counter	EBNA-1 inh	PP1 counter	PREPL inh	Fh CTSL1 inh
25	COC(=O)CCCC1=CC2=C(c3ccccc3)C(=O)C(C)(OC(=O)C3CCCC3)C(=O)C2=CN1CCCCO (centres undefined)	1.5	0.0	3	-9	5	4	-3	14	15
26	CCN(C(=O)CN1CCN(S(=O)(=O)c2ccccc2C(F)(F)F)CC1)c1c(N)n(Cc2ccccc2)c(=O)[nH]c1=O	-1.8	0.0	-7	-8	6	6	4	20	7
27	Cc1cccc(OCCCC(=O)O)c1	-0.1	0.1	3	2	18	-1	-1	-6	-4

Next part.
no.	Molecule	PP5 primary	Efflux pump mplx	HCV core dimer	TPT1 inhibitor	ZTA counter
37	COc1ccc(C/C(C)=N/NC(=O)c2ccc(C)cc2C)cc1	-1.3	-0.3	-11	-2	-10
38	CC(C)(C)N1C(=O)[C@H]2[C@@H](c3ccc(Br)cc3)N3C(=O)N(c4cccc(Br)c4)C(=O)[C@@]3(Cc3ccccc3)[C@H]2C1=O	0.4	0.0	31	-1	12
39	CC(C)OCCCNC(=O)CCSc1ccc(Cl)cc1	2.1	-0.1	-5	-4	-12
40	O=C(Cn1cccc(C(F)(F)F)c1=O)c1ccc(Cl)cc1	0.8	0.3	-4	2	-2
41	CCOC(=O)NC(=O)COC(=O)c1cccc2ccccc12	0.8	0.4	0	-2	0
42	Cc1oc(-c2ccccc2Cl)nc1CS(=O)CC(=O)NCCc1ccccc1 (centres undefined)	2.3	0.0	-16	0	-17
43	O=C(O)CSc1nc2ccccc2n1Cc1ccccc1	0.0	-0.1	4	1	-4
44	NS(=O)(=O)c1ccc(NC(=O)COC(=O)c2cc(Cl)ccc2[N+](=O)[O-])cc1	-0.8	-0.2	-7	1	-9
45	Cc1cc(C)cc(N(CC(=O)NC2CCC(C)CC2)S(=O)(=O)c2c(C)noc2C)c1 (centres undefined)	-0.8	0.1	-4	-7	-13
46	Cc1cccc2cc(COC(=O)c3ccccn3)c(=O)[nH]c12	-1.8	-0.1	-1	3	-12
47	O=C(NCCc1ccc(Cl)cc1)c1ccc(CNc2c(N3CCOCC3)c(=O)c2=O)cc1	-2.0	-0.1	2	-3	-16
48	CCOc1c(Br)cc(/C=N\NC(=O)c2ccccc2)cc1OC	-0.1	-0.2	-5	-3	-11

no.	EBNA-1 inh	PP1 counter	PREPL inh	Fh CTSL1 inh
37	-10	-3	-6	-3
38	19	8	-14	-1
39	6	-2	14	0
40	3	-7	6	1
41	-3	-10	12	0
42	-3	2	6	-4
43	1	-1	0	-3
44	-5	-1	-10	2
45	-5	1	4	2
46	7	-3	4	0
47	-12	9	28	8
48	4	1	9	1

Next structures:
no.	Molecule	PP5 primary	Efflux pump mplx	HCV core dimer	TPT1 inhibitor	ZTA counter
49	COc1ccc(C2CC(C(F)(F)F)n3nc(C(=O)Nc4ccc5c(c4)OCO5)cc3N2)cc1 (centres undefined)	3.8	-0.1	-1	5	1
50	CCCCCCCN1C(Nc2ccccc2)=NC[C@@H]1Cc1ccccc1	1.4	0.0	-5	-3	3
51	NNC(=O)C(Cc1c[nH]c2ccccc12)NC(=O)c1ccccc1 (centres undefined)	1.1	-0.1	2	-3	6
52	CN(C(=O)Nc1ccc(Cl)cc1)c1c2c(nn1C)CCCC2	1.3	0.0	-4	-4	-6
53	COC(=O)C1C(=O)C2=C(CC1C)NC(=O)CC2c1ccc(O)c(OC)c1 (centres undefined)	3.0	0.1	4	1	7
54	Cc1ccccc1OCc1nc2ccc(S(=O)(=O)N3CCOCC3)cc2[nH]1	-0.1	-0.1	16	0	19
55	O=C1CC(c2ccsc2)c2cc3c(cc2N1)OCCO3 (centres undefined)	1.1	-0.1	-3	-5	-4

no.	EBNA-1 inh	PP1 counter	PREPL inh	Fh CTSL1 inh
49	40*	3	49*	-2
50	-4	2	9	2
51	-8	-1	11	-4
52	5	3	-1	-2
53	3	-1	-9	3
54	14	-1	19	-3
55	1	2	4	0

EBNA-1 inh, what is marked active above
item | SMILES | PP5 primary | Efflux pump mplx | HCV core dimer | TPT1 inhibitor | EBNA-1 inh | PREPL inh
49 | COc1ccc(C2CC(C(F)(F)F)n3nc(C(=O)Nc4ccc5c(c4)OCO5)cc3N2)cc1 (centres undefined) | 3.8 | -0.1 | -1 | 5 | 40* | 49*

Screening data from PubChem.

Some of the compounds tested (hit frequency here may not be typical).
